# Source: PubChem BioAssay
# HT1080NT lethal = qHTS for induction of synthetic lethality in tumor cells producing 2HG: qHTS for the HT-1080-NT fibrosarcoma cell line | Potency, µM (titrated, usually from 46.1 µM), for the others: at the top dose activity, negative = less viability, usual class: cytotoxic | hit rate 1.6% among 360,000 | AID 686970, 2013 | HT-1080-NT fibrosarcoma viability, CellTiter-Glo ATP luminescence, 48 h;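 also: NT is the 2HG producing partner of a matched IDH1 knockdown line; 0% = DMSO-treated cells and -100% = media-only wells without cells; nearly all actives have a fitted effect of over 55% in size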
#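 HT-1080-NT; 750 cells/well; 5% FBS RPMI; 48 h compound, 37 degrees C; CellTiter-Glo luminescence; curve fitting and curve-class assignment.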
# GLP-1R agonist = qHTS of GLP-1 Receptor Agonists | Glucagon-like peptide 1 receptor (Homo sapiens), P43220 | HEK293 GLP-1R CRE-luciferase, luminescence, 4-6 h; cells express a hypersensitive GLP-1R form | Potency, µM (series often up to 45.6 µM), for the others: at the highest dose activation, hits mostly activators | hit rate 0.007% among 380,000; also: % of control where 0% means no effect
# Target sequence (P43220 whole entry, looked up): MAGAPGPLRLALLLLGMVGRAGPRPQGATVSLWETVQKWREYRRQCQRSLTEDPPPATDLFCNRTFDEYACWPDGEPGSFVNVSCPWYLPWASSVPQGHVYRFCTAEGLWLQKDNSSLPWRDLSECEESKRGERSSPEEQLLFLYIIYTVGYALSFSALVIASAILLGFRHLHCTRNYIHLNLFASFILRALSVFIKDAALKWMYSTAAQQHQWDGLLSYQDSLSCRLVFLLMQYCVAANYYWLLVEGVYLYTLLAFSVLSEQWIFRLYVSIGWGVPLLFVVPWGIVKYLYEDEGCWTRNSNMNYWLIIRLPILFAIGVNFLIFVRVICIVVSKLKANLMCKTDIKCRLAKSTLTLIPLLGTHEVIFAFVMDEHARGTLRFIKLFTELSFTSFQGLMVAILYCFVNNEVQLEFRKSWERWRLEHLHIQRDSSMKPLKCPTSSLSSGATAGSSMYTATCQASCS
# HT1080 IDH1KD tx = qHTS for induction of synthetic lethality in tumor cells producing 2HG: qHTS for the HT-1080-IDH1KD cell line. HT-1080 IDH1 knockdown viability, ATP luminescence, 48 h. Potency, µM (top dose mostly 46.1 µM), for the others: top-dose activity, negative = toxicity, most hits filed as cytotoxic. hit rate 2% among 360,000. AID 686971, 2013;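 also: 0% = DMSO wells and -100% = cell-free medium wells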
#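 Luminescent ATP read-out (CellTiter-Glo, 10 min at room temperature) after 48 h compound exposure at 37 °C gave viability of IDH1-knockdown HT-1080 cells. Activity was normalised to DMSO and cell-free wells, then fitted as concentration-response curves.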
# KB-V1 MDR tox = qHTS assay for MDR1-selective chemotherapeutics: Primary screen using the drug-selected MDR subline cells KB-V1; Potency, µM (top dose mostly 46.1 µM), for the others: top-dose activity change, negative = cytotoxicity, most hits filed as cytotoxic; KB-V1 MDR cells viability, CellTiter-Glo, 72 h; hit rate 3.4% among 400,000; also: % is scaled to controls: 0 for no effect and ±100 for the full control effect; nearly all actives have a fitted effect of over 60% in size
#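 Drug-selected KB-V1 cells, grown in DMEM lacking phenol red with 10% FBS, receive compound titrations; after three days at 37 degrees C, surviving cell ATP is quantified by CellTiter-Glo luminescence and responses normalized and curve-fitted.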
# TDP43 rescue = qHTS of TDP-43 Inhibitors; TDP-43 expressing yeast growth rescue, BacTiter-Glo, 24 h; Potency, µM (doses to about 46.1 µM), without a hit: at the top dose growth rescue (activation), most hits filed as activators; hit rate 1.8% among 410,000; also: % of control where 0% means no effect; nearly all actives have a fitted effect of over 50% in size
#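 Yeast cells expressing TDP-43 under galactose induction are exposed to compounds for 24 hr at 30 deg C. BacTiter-Glo luminescence measures growth, so protective compounds score as activators.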
# HEK293 tox = qHTS of GLP-1 Receptor Inverse Agonists: Cytotox Screen; Potency, µM (highest dose often 38.3 µM), without a hit: top-dose activity change, negative = inhibition, hits mostly inhibitors; HEK293 cAMP-luciferase reporter cells, luminescence, 24 h; hit rate 0.13% among 410,000;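 also: loss of luciferase light is scored as toxicity; % is scaled to controls: 0 for no effect and ±100 for the full control effect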
#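 MLSMR compounds, 24 hr on cells at 37 deg C/5% CO2; luminescence after luciferase reagent (12 min RT). Inhibition counted as the undesired cytotoxic outcome.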
# KB-3-1 tox = qHTS assay for MDR1-selective chemotherapeutics: Primary screen using the parental adenocarcinoma cell KB-3-1 | KB-3-1 viability, CellTiter-Glo ATP luminescence, 72 h | Potency, µM (top dose mostly 46.1 µM), inactives show at the highest dose activity change, negative = cytotoxic, hits mostly cytotoxic | hit rate 1.4% among 400,000 | AID 1347075, 2019; also: % is scaled to controls: 0 for no effect and ±100 for the full control effect; nearly all actives have a fitted effect of over 60% in size
#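 Screening of KB-3-1 cells (DMEM, 10% FBS, phenol-red free) ran from lowest to highest compound concentration; after 72 h at 37 °C viability was read luminescently and curves fitted.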
# SW480 rereplic = A quantitative high throughput screen for small molecules that induce DNA re-replication in SW480 colon adenocarcinoma cells. SW480 DNA re-replication, Hoechst DNA content imaging, 48 h. Potency, µM (doses to about 46.1 µM), for inactives: at the highest dose re-replication activation, hits mostly activators. hit rate 1.8% among 340,000; also: % of control where 0% means no effect; nearly all actives have a fitted effect of over 55% in size
#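 First, 250 cells per well were seeded. Next, compound or vehicle (23 nL) was pinned in, plates sat 48 hr at 37 C. Finally Hoechst was added for 40 min before fluorescence scanning.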
# GLP1R inv ag = qHTS of GLP-1 Receptor Inverse Agonists (Inhibition Mode); Potency, µM (top dose mostly 38.3 µM), for the others: at the highest dose activity change, negative = inhibition, hits mostly inhibitors; AID 624417, 2012; hit rate 1.6% among 410,000; HEK293 GLP-1R CRE-luciferase, luminescence, 24 h; GLP-1R form is constitutively active; also: % is scaled to controls: 0 for no effect and ±100 for the full control effect; nearly all actives have a fitted effect of over 55% in size
#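 Constitutively active GLP-1R drives a cAMP-responsive luciferase in stably transfected HEK293 cells; test compounds are added after overnight (12 h) attachment and left 24 hr, and signal loss in luminescence marks inhibition.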
# The depositor's hits bear a star; ? = inconclusive; / = no result given; [ ] = remark or other dose. Calls follow the shape of the dose curve; as a rule, active = well fitted curve in the direction sought with a large enough effect; inconclusive = small, poorly fitted or top-dose-only effect, or another doubt; inactive = no such curve, though single readings can be large; an effect the other way counts as inactive or inconclusive. Potency is read from the fitted curve at half-maximal effect. Rows were taken by chance (roughly 9.4% active in at least one column).
SMILES,HT1080NT lethal,GLP-1R agonist,HT1080 IDH1KD tx,KB-V1 MDR tox,TDP43 rescue,HEK293 tox,KB-3-1 tox,SW480 rereplic,GLP1R inv ag
O=C(NCc1ccccc1)c1ccc(C(=O)N(C2CCCCC2)C2CCCCC2)cc1,1%,4%,-19%,23µM*,-19%,9%,?,8%,-30%
CC(C)CCNC(=O)CCSCCC(=O)NCCC(C)C,20%,-5%,6%,?,1%,-2%,?,?,7%
COCCCNC(=O)COc1cc2c(c3oc(=O)c(C)c(C)c13)CCC(C)(C)O2,-8%,23%,-7%,-8%,-16%,4%,2%,-5%,79%[activator]
CSc1cccc(NC(=O)c2nnn(CC(=O)Nc3cc(C)cc(C)c3)c2N)c1,?,-4%,?,?,?,-3%,0%,11%,1%
CCOC(=O)C(C)NC(=O)c1cc2c(=O)[nH]c3ccc(C)cc3c2s1 (stereo not drawn),/,/,/,5%,15%,0%,1%,/,7%
C#CCOCCOCCOCCNc1nc(N2CCN(C(=O)[C@H](CO)n3cc([C@@H](N)C(C)C)nn3)CC2)nc(N2CCN(C(=O)[C@H](CO)n3cc([C@@H](N)C(C)C)nn3)CC2)n1,21%,1%,7%,10%,18%,-1%,20%,5%[9.22 µM],9%
COc1ccc2c3c(c(=O)oc2c1OCC(=O)C(C)(C)C)CCCC3,0%,25%,2%,-10%,21%,-7%,3%,-5%,4%
COc1ccc(NC(=O)C2(C)CCN2CCOc2ccccc2)cc1OC (stereo not drawn),16%,-3%,6%,?,11%,4%,15%,/,11%
O=c1c2ccccc2n2c(-c3ccc(C(F)(F)F)cc3)nnc2n1Cc1ccccc1,-19%,-9%,-14%,12%,2%,0%,-8%,-6%,-14%
CCOc1ccc(C(=O)c2cn(CC(=O)Nc3ccc(C)c(C)c3)c3ccc(OCC)cc3c2=O)cc1,/,0%,/,-9%,6%,2%,3%,/,-4%
CCOC(=O)CSc1nnc(Cc2cc(=O)[nH]c(=O)[nH]2)n1-c1cccc(OC)c1,-2%,1%,4%,0%,-2%,2%,-1%,4%,0%
Cc1ccc(NC(=O)c2nc[nH]c2C(=O)N(C)Cc2ccccc2)cc1,4%,13%,3%,-18%,23%,-17%,-19%,0%,?
Cc1ccc2nc(Cc3ccc(N)cc3)oc2c1,-4%,8%,-2%,-3%,5%,82%[activator],15%,3%[9.22 µM],-9%
CCC1Oc2ccc(C)cc2N(CC(=O)NCCCN2CCCCC2C)C1=O (stereo not drawn),-4%,-2%,1%,-12%,-13%,2%,-15%,-2%,-13%
COc1ccc(S(=O)(=O)N(C(=O)C(C)C)c2ccc3oc(=O)sc3c2)cc1,?,-11%,?,-1%,-24%,-13%,8%,28%,0%
CCOC(=O)Nc1ccc2c(CN3CCN(S(=O)(=O)c4ccc(C(C)C)cc4)CC3)cc(=O)oc2c1,-7%[9.24 µM],-1%,-10%,?,8%,-8%,3%,2%,0%
COc1ccc(NC(=O)Nc2cccc3c2O[C@@H](CN(C)S(=O)(=O)c2cn(C)cn2)[C@@H](C)CN([C@H](C)CO)C3=O)cc1,2%,-5%,2%,?,9%,-11%,13%,0%[9.22 µM],5%
Cc1cc(NS(=O)(=O)c2ccc(NC(=O)/C=C/c3c(F)cccc3Cl)cc2)nc(C)n1,-5%,6%,-8%,3%,12%,-3%,7%,?,31%
O=C(CSc1ccc(-c2cccc([N+](=O)[O-])c2)nn1)NCc1ccccc1,-2%,10%,-10%,?,8%,1%,-8%,1%,16%
CN(c1ccc(OCC(=O)N2CCN(c3ccc(F)cc3)CC2)cc1)S(=O)(=O)c1cccs1,-15%,0%,-25%,-8%,-3%[0.397 µM],-3%,?,3%,11µM*
COc1ccc(OC)c(NC(=O)c2cnc3n(c2=O)CCS3)c1,19%,-3%,10%,?,?,-21%,6%,-8%,13%
COc1ccc(CCN2CC(O)=C(c3nc4ccccc4c(=O)[nH]3)C2=N)cc1OC,7%,2%,-4%,-14%,-12%,-21%,0%,-1%,-2%
CC(=O)c1ccc(NC2c3ncccc3C(=O)N2Cc2ccc(F)cc2)cc1 (stereo not drawn),4%,7%,-5%,0%,-20%,-5%,-8%,1%,16%
O=C(N=Nc1c(O)[nH]c2ccccc12)c1ccco1,-17%,5%,-17%,-22%,-21%,5%,-4%,-5%,-24%
Cc1ccc(C2=N/C(=C\N3CCCCC3)C(=O)O2)cc1,3%,14%,2%,?,28%,5%,7%,7%,34%[activator]
CC(C)(C)SCCNC(=O)CN1C(=O)c2cccc3cccc1c23,0%,-6%,3%,-7%,-11%,158%[activator],1%,-1%,-28%
OC[C@H]1O[C@H](OCCc2ccc(O)cc2)[C@H](O)[C@@H](O)[C@@H]1O,6%,-2%,8%,-16%,-3%,1%,0%,-10%,13%
Cc1ccc(CNC(=O)CCC(=O)N2CC3CCCN3c3ccccc32)cc1 (stereo not drawn),/,/,/,?,24%,0%,8%,/,-25%
CCOc1ccc(C2c3[nH]c4ccccc4c3CCN2C(=O)CSc2ccccc2)cc1 (stereo not drawn),/,/,/,?,-2%,3%,?,/,5µM*
CCN(CC)S(=O)(=O)c1ccc2c(c1)N(CC(=O)N1CCN(c3cccc(C(F)(F)F)c3)CC1)C(=O)CO2,/,/,/,-10%,11%,-7%,3%,/,?
COCCCNC(=O)c1cc2cc(Br)ccc2oc1=O,?,0%,25%,-1%,15%,12%,2%,-8%,2%
O=C(NCCO)c1ccc(-c2ccc3nncn3c2)cc1,?,-1%,8%,-3%,-8%,0%,-3%,/,21%
CC(=O)N1CCN(c2ccc(NCc3ccc(Br)o3)cc2)CC1,/,-5%,/,11%,/,/,-7%,-1%,/
Cc1cc(OCC(=O)OCC(=O)N2c3ccccc3NC(=O)C2(C)C)ccc1Cl,0%[9.24 µM],-5%,7%,?,10%,-15%,7%,-41%[inhibitor],5%
COc1ccc(CCNC(=O)c2nc(-c3ccc(Cl)cc3)n3c2CCCCC3)c(OC)c1,/,/,/,-11%,?,1%,2%,/,-9%
CCOC(=O)Cn1nc(C)n(-c2ccccc2)c1=O,5%,-15%,4%,0%,2%,1%,0%,-5%,0%
Cc1c(O)ccc2c(=O)c(-c3nncn3-c3ccccc3)coc12,-1%,-7%,-2%,7%,-8%,8%,-2%,?,21%
CCCCNC(=S)NCc1ccc2[nH]c(C)cc2c1,22%,4%,1%,-17%,?,-11%,-10%,-3%,?
COc1ccc(C2C(C(=O)Nc3ccccc3)=C(C)Nc3nc(-c4ccccc4)nn32)cc1OC (stereo not drawn),/,/,/,7%,6%,-21%,1%,/,?
Cc1cc(C)n2nc(C(=O)Nc3cccc(S(=O)(=O)N4CCOCC4)c3)nc2n1,17%,5%,12%,?,-21%,2%,-3%,?,18%

# Full records from above. Screens in order: HT1080NT lethal	GLP-1R agonist	HT1080 IDH1KD tx	KB-V1 MDR tox	TDP43 rescue	HEK293 tox	KB-3-1 tox	SW480 rereplic	GLP1R inv ag
# CCOc1ccc(C2c3[nH]c4ccccc4c3CCN2C(=O)CSc2ccccc2)cc1 (stereo not drawn) is entered as /	/	/	?	-2%	3%	?	/	5µM*
# CCOC(=O)C(C)NC(=O)c1cc2c(=O)[nH]c3ccc(C)cc3c2s1 (stereo not drawn) is entered as /	/	/	5%	15%	0%	1%	/	7%
# O=C(NCc1ccccc1)c1ccc(C(=O)N(C2CCCCC2)C2CCCCC2)cc1 is entered as 1%	4%	-19%	23µM*	-19%	9%	?	8%	-30%

# More structures.
SMILES,HT1080NT lethal,GLP-1R agonist,HT1080 IDH1KD tx,KB-V1 MDR tox,TDP43 rescue,HEK293 tox,KB-3-1 tox,SW480 rereplic,GLP1R inv ag
C[C@H](CO)N1C[C@H](C)[C@H](CN(C)Cc2cccc(O)c2)OCc2ccccc2-c2c(n(C)c3ccccc23)C1=O,?,11%,?,?,4%,0%,?,/,?
CC(C)CC(NS(=O)(=O)c1ccc2c(c1)oc(=O)n2C)C(=O)NCCc1ccc(Cl)cc1 (stereo not drawn),/,-2%,/,8%,-4%,5%,0%,/,-3%
CC1(C)CC(=O)C=C(N2CCCC2)C1,5%,-3%,14%,-6%,-20%,3%,-4%,-12%,-1%
Cc1cccc(C(=O)O)c1NC(=O)c1ccc(F)cc1,16%,-5%,13%,?,-6%,-1%,5%,-7%,2%
COc1ccc(CNC(=O)CCS(=O)(=O)c2ccc3c(c2)NC(=O)CS3)cc1,3%,3%,3%,0%,2%,-10%,11%,-4%,-10%
Cc1cc(C)cc(N(CC(=O)NCCSc2ccccn2)S(=O)(=O)c2ccccc2)c1,-10%,0%,1%,?,14%,-9%,?,-8%,?
Cc1nc2cc(CO)ccc2s1,0%,-13%,6%,20%,-5%,-8%,19%,2%,-12%
Cc1ccc(-c2noc(-c3ccc(N4CCN(C)CC4)c([N+](=O)[O-])c3)n2)cc1,/,/,/,15%,-6%,-6%,-6%,/,-7%
O=C(CSc1nc2c([nH]c3ccccc32)c(=O)n1-c1cccc(Cl)c1)N1CCc2ccccc21,/,-3%,/,0%,15%,-2%,-2%,/,-13%
CCN(C1CCCCC1)S(=O)(=O)c1ccc(C(=O)O)cc1,2%,1%,13%,18%,-11%,-7%,-1%,-6%,-9%
Cc1ccc(NC(=O)COC(=O)c2ccc(NC(=O)CC#N)cc2)cc1S(=O)(=O)N1CCOCC1,-10%,13%,-2%,-6%,-31%[inhibitor],6%,-8%,0%,5%
O=C(Nc1ccc(S(=O)(=O)N2CCOCC2)cc1)c1ccc(Cl)c([N+](=O)[O-])c1,?,12%,-33%,-2%,2%,0%,25%,?,16%
